M1 antag: antagonists of human M1 muscarinic receptor. P11229. CHO-K1 hM1, Fluo-8 calcium fluorescence, ACh EC80 antagonist. inhibition, % at 3 µM. 360,000 compounds, 1.3% hits. AID 588852;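 active means percent inhibition above its own plate's cutoff, namely the mean of that plate's compound wells plus 3 SD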;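 further: peak over basal fluorescence ratio during 140 s after agonist addition; 0% = ACh EC80 plus DMSO and 100% = DMSO alone without agonist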
Target sequence (P11229 whole entry, looked up): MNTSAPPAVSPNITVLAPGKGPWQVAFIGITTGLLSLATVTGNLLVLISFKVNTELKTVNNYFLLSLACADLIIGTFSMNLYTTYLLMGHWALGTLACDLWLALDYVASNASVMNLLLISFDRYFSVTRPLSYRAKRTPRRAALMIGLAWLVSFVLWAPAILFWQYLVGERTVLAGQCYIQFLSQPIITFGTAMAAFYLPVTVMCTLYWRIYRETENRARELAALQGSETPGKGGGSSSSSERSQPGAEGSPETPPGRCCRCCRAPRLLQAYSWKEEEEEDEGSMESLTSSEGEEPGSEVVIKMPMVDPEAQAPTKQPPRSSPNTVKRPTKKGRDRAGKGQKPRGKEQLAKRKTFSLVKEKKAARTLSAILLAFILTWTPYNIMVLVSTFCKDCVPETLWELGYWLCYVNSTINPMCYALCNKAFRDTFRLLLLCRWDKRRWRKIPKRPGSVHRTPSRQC
TAAR1 ag: agonists of human TAAR1 | activation, % at 3 µM | Q96RJ0 | 360,000 compounds, 0.99% hits | CHO RD-HGA16 TAAR1, Fluo-8 calcium fluorescence; vehicle wells 0%, saturating PEA agonist 100%;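 active means activation above the mean activation of all test compounds in the run plus 3 SD, cut at about 38% in these data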
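Assay system: CHO-derived RD-HGA16 cells with stable Gα16 and human TAAR1; timing: 17-24 h seeding, 75 min 37 °C dye, 30 min RT; read-out: % activation from peak over basal fluorescence ratio, DMSO-to-PEA scaled; measured by: kinetic Fluo-8 calcium fluorescence; benchmarks: low control DMSO, high control PEA (EC100); doses: 3 µM single concentration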
M5 PAM: potentiates acetylcholine response at human M5 receptor; P08912; CHO-K1 hM5, Fluo-8 calcium, ACh EC20 PAM; 0% = ACh EC20, 100% = ACh EC100; activation, % at 3 µM; 360,000 compounds, 0.3% hits; AID 624038;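 active means activation above the run cutoff, the mean activation of all test compounds plus 3 SD, cut at about 18% in these data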
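Probe or stimulus: acetylcholine, EC20 level; Assay system: human M5 receptor in CHO-K1 cells; Schedule: compound preincubation 140 s before EC20 acetylcholine addition; Technique: intracellular calcium via Fluo-8 fluorescence; Dosing: single-point, 3 µM nominal; Read-out basis: percent activation from peak-over-basal fluorescence ratio, scaled EC20-to-EC100 acetylcholine; Repeats: one well per compound, no replicates.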
M5 antag: CHRM5 antagonism in calcium assay | P08912 | CHO-hM5 cells, Fluo-8 calcium fluorescence, ACh EC80 | inhibition, % at 3 µM | 360,000 compounds, 0.59% hits | AID 624040;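 active means inhibition above a per-plate cutoff, the mean of that plate's test compounds plus 3 SD, cut at about 27% in these data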;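 further: 0% = acetylcholine EC80 with DMSO and 100% = DMSO without agonist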
M1 PAM: potentiates human M1 receptor response to acetylcholine. P11229. CHO-K1 hM1, Fluo-8 calcium fluorescence, ACh EC20; 0% = ACh EC20, 100% = maximal ACh. activation, % at 3 µM. 360,000 compounds, 0.088% hits. AID 588819; in the data active means activation above about 19%, passing the limit was not always enough
M5 ag: CHRM5 agonism in calcium assay | P08912 | CHO-K1 hM5 cells, Fluo-8 calcium fluorescence; 0% DMSO wells, 100% maximal acetylcholine response | activation, % at 3 µM | 360,000 compounds, 0.19% hits | AID 624037;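 active means activation above the run's mean over test compounds plus 3 SD, cut at about 23% in these data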;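 further: signal is peak over basal fluorescence ratio across the kinetic read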
M1 ag: human M1 muscarinic receptor agonism; P11229; activation, % at 3 µM; CHO-K1 hM1, Fluo-8 calcium fluorescence, agonist mode; 0% DMSO, 100% acetylcholine EC100; 360,000 compounds, 0.33% hits;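 active means activation above the run's mean compound activation plus 3 SD, cut at about 16% in these data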;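 further: peak over basal fluorescence ratio within a 140 s kinetic read after compound addition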
M4 ag: CHRM4 agonism in calcium assay; P08173; CHO-K1 hM4/Gqi5, Fluo-8 calcium fluorescence; vehicle 0%, full acetylcholine response 100%; activation, % at 3 µM; 360,000 compounds, 0.14% hits; AID 624127;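 active means activation above the run mean over all test wells plus 3 SD, cut at about 32% in these data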;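 further: peak over basal fluorescence ratio per well then scaled between controls; 0% = DMSO wells and 100% = acetylcholine at EC100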
Target sequence (P08173 whole entry, looked up): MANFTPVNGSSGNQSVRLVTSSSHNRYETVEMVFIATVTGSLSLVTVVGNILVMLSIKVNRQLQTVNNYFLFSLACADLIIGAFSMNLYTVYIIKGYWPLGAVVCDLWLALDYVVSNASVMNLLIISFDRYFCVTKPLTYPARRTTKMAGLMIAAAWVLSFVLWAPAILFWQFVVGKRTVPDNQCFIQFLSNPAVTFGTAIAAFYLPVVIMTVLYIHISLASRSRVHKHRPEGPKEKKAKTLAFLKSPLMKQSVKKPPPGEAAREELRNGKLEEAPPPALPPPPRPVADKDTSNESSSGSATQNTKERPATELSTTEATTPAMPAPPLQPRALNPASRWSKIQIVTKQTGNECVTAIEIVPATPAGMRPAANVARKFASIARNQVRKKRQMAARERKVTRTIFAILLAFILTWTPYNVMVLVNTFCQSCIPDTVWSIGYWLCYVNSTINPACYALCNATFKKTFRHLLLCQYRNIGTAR
CHRM4 antagonist: antagonists of human muscarinic M4 receptor (CHRM4) | AID 624125 | CHO-hM4 cells, ACh EC80, Fluo-8 calcium fluorescence | P08173 | inhibition, % at 3 µM | 360,000 compounds, 0.73% hits;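 active means inhibition above its plate's cutoff, the mean inhibition of sample wells plus 3 SD, cut at about 27% in these data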;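 further: 0% = acetylcholine EC80 with DMSO and 100% = DMSO without agonist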
Starred values were filed as active, the others as inactive; · = not tested or not shown. Not all compounds are listed (hit frequency here may not be typical).

Values run as follows: M1 antag	TAAR1 ag	M5 PAM	M5 antag	M1 PAM	M5 ag	M1 ag	M4 ag	CHRM4 antagonist
- C=CCc1ccc(OCC(O)CN2CCN(Cc3ccc(Cl)cc3)CC2)c(OC)c1 (centres undefined)
  -7	7	-7	3	1	-3	-6	13	-5
- CC(=O)N1c2ccccc2S(=O)(=O)c2ccccc21
  2	7	-7	19	1	-4	-7	0	6
- O=C(NNC(=O)C1CC(c2cccnc2)=NO1)Nc1ccccc1F (centres undefined)
  4	2	4	2	2	0	-4	0	0
- Cc1ccc(C(=O)Nc2nc(N)n(-c3ccccc3)n2)cc1
  -9	2	-3	-3	9	2	-1	0	5
- CCCc1nnc(SCC(=O)Nc2ccc3c(c2)OCCO3)n1CCOC
  -8	-3	-2	11	5	-1	-4	0	2
- CC1(c2ccccc2Br)NC(=O)N(CC(=O)N2CCc3ccccc3C2)C1=O (centres undefined)
  -13	6	-9	4	9	2	0	3	-5
- O=C(NC(=S)Nc1cc([N+](=O)[O-])ccc1Cl)c1ccccc1
  15	5	0	10	-8	-4	-2	1	10
- Cc1cccc(C2=NN(c3ccccc3)[C@@H](C(=O)N3CCOC3=O)[C@@H]2c2ccc(Cl)cc2)c1
  5	0	-5	4	-3	0	-4	0	-7
- Cc1noc(NC(=O)c2ccc(F)cc2)c1C#N
  -1	13	-3	7	2	0	1	4	1
- Cc1nnc(SCC(=O)NCC2COc3ccccc3O2)s1 (centres undefined)
  -12	19	3	-3	4	7	-2	1	3
- CC(=O)c1nn(-c2cccc(Br)c2)cc1C(=O)c1ccco1
  -18	1	3	-5	18	4	-2	0	6
- CCc1ccc(C2(C)SC(NC(C)=O)=NN2C(C)=O)cc1 (centres undefined)
  2	27	4	-4	1	7	1	5	23
- Cc1ccc(COc2cccc(/C=N/NC(=O)c3nnn(-c4nonc4N)c3C)c2)cc1
  -3	3	-8	22	3	-4	-2	1	-3
- Cc1c(C(=O)Nc2ccncc2)oc2c1C(=O)CC(C)(C)C2
  0	4	-11	2	3	7	0	3	7
- CN(C)NC(=S)Nc1cccc(Cl)c1
  -7	10	1	6	5	2	-4	1	1
- CN(C)c1ccc(CNCCC2(O)CCOC(C)(C)C2)cc1 (centres undefined)
  -13	-1	10	-7	8	-1	-7	2	-4
- O=C(CN1C(=O)NC2(CCCC2)C1=O)OCc1cccc(Br)c1
  1	13	0	-1	0	1	-5	2	-4
- S=c1[nH]nc(COc2ccccc2)n1/N=C/c1ccc(Br)cc1
  -5	-3	-1	9	9	-4	3	0	-1
- C=CCOC(=O)C(=O)/C=C/c1c(C)n(C)n(-c2ccccc2)c1=O
  1	2	0	20	0	-3	-5	1	2
- CCN(C(=O)CSc1nnc(NCc2ccccc2)s1)C1CCS(=O)(=O)C1 (centres undefined)
  7	4	3	1	6	-6	-6	0	-16
- CCc1ccc(NC(=O)Nc2ccc3c(c2)CCC3)cc1
  -8	0	-3	-2	10	-4	0	2	-8
- COC(=O)[C@]12CCCCC=C1N(Cc1ccc(Cl)cc1Cl)C(=O)[C@H](CC(=O)N1CCC(c3ccccc3)CC1)C2
  ·	-1	2	-2	·	2	·	-1	-22
- COCc1c(C(=O)Nc2ccc(C)c(S(=O)(=O)N3CCOCC3)c2)oc2ccccc12
  14	14	-13	3	-5	1	-4	14	3
- CCOc1cc(C(=O)Nc2cc3c(cc2N2CCOCC2)n(C)c(=O)n3C)cc(OCC)c1OCC
  -9	-1	1	0	9	-1	-3	1	4
- COc1ccc(N2CCN(C3CCCN(C(=O)CSC)C3)CC2)cc1 (centres undefined)
  -3	1	-3	12	2	2	-8	0	9
- CCc1nnc2sc(-c3ccc(NC(=O)c4ccc5c(c4)OCCO5)cc3)nn12
  -10	-1	6	-3	5	4	-1	0	-3
- COc1ccc(NS(=O)(=O)c2cccc(C(=O)NCC(c3ccco3)N3CCCCC3)c2)cc1 (centres undefined)
  4	9	1	-5	-1	-2	-6	2	-3
- COc1cccc(C(=O)NCCOc2cc(C)cc(C)c2)c1
  -11	3	4	6	3	-4	-6	2	-1
- COCCc1ccc(OC2(C)CCN(Cc3cccc(OC)c3OC)C2)cc1 (centres undefined)
  4	3	-2	5	-10	-2	-7	2	7
- CCOc1ccc([C@@H]2CC=C(C(=O)O)CN2S(=O)(=O)c2ccc(C)cc2)cc1
  2	0	-6	14	-2	-1	-6	3	1
- COc1ccc(-c2csc(CCn3nc(C)cc3C)n2)cc1
  -5	2	5	-15	-1	0	-7	5	-8
- OCC[C@@H]1C[C@H](O)[C@@H](O)[C@@]2(OCCCc3ccccc32)O1
  0	9	-7	7	4	5	-1	0	4
- COc1ccc2c(c1)CCCC2NS(=O)(=O)OCC(Cl)(Cl)Cl (centres undefined)
  15	19	-18	1	-12	-10	-9	2	-9
- O=C(Cc1ccccc1)NCc1n[nH]c(=S)n1-c1ccc(Br)cc1
  -13	0	13	-2	14	-3	-9	1	-6
- CN1C(=O)CC(c2ccccc2)CC1=O
  7	2	2	11	-2	-2	-5	-1	7
- Cc1ccc(NC(=O)c2sc3ncnc(N4CCN(c5ccccn5)CC4)c3c2C)c(C)c1
  9	-2	-2	16	0	-5	-4	11	3
- CCCCn1c(N)c(N(CCC(C)C)C(=O)CC2CCCC2)c(=O)[nH]c1=O
  1	2	-7	2	8	-1	-1	0	4
- C=CCNC(=O)CC(=O)N/N=C/c1cccs1
  3	4	7	8	2	-1	-3	0	-8
- Cc1noc2ncnc(N3CCCC3)c12
  7	1	-3	6	3	0	-3	-1	3
- O=C(/C=C/c1ccco1)NC1=NCCS1
  -8	2	-1	7	13	12	0	3	-6
- O=C1Nc2ccc3c(c2C1=Cc1cc2c(cc1Br)OCO2)OCO3
  -14	16	-11	11	7	1	-1	1	0
- CCOc1ncc(S(=O)(=O)N2CCN(CC)CC2)cc1C(=O)O
  -5	2	-2	6	9	-2	5	1	-11
- CC1CN(C2CCN(C(=O)COc3ccccc3)CC2)CC(C)O1 (centres undefined)
  -17	8	-1	2	-2	-4	-6	1	-1
- COC(=O)CC1C(=O)NCCN1C(=S)Nc1cccc(C(F)(F)F)c1 (centres undefined)
  3	1	3	6	2	1	-3	1	10
- COc1cc(NC(=O)c2cccs2)c(OC)cc1NC(=O)Cc1ccccc1
  -17	-5	7	-8	5	-1	1	3	-32
- CCN(CC)S(=O)(=O)c1cccc(C(=O)N/N=C/c2c(C)nn(-c3ccccc3)c2Cl)c1
  -7	1	2	-2	3	-2	-5	1	5
- CC1=CC(C)(C)[N+](C)(C)c2ccc(C)cc21
  -1	3	-13	10	-6	-11	-14	1	-2
- CN(C)CCCNc1ncnc2c1cnn2Cc1ccccc1Cl
  -23	9	5	-1	20	-4	-10	0	-2
- Cc1cc(C)c(S(=O)(=O)Nc2ccccc2C(=O)N2CCCC2)c(C)c1
  -4	3	-1	1	13	-4	1	2	0
- O=C(Nc1cccc(C(=O)N2CCCCC2)c1)C1CCC1
  -22	3	-5	8	7	-1	-3	1	-10

Further compounds
Values run as follows: M1 antag	TAAR1 ag	M5 PAM	M5 antag	M1 PAM	M5 ag	M1 ag	M4 ag	CHRM4 antagonist
- CCOC(=O)C1CSC(CC(=O)Nc2ccc(OCC)cc2)C(=O)N1 (centres undefined)
  -7	-2	-2	5	6	-1	0	1	-3
- CCc1ccccc1NC(=O)CN1C(=O)c2ccccc2S1(=O)=O
  -15	5	3	-3	9	1	0	1	-12
- Oc1cccc2c(NC(=S)Nc3ccc(SC(F)F)cc3)cccc12
  3	23	6	-5	3	3	-7	4	1
- Cc1cc(C)cc(COn2ccnc2)c1
  -11	3	6	-16	6	-4	-4	1	-7
- Cc1ccccc1C1NC(c2ccccc2C)C([N+](=O)[O-])C(C)(C)C1[N+](=O)[O-] (centres undefined)
  8	-2	7	-2	3	4	3	1	0
- CSc1cccc(NC(=S)N2CCC(N(C)C(C)C)CC2)c1
  1	1	5	9	0	-6	-7	5	2
- Cc1ccc(N=C(N)N=C(N)N)c(C)c1
  -9	0	0	6	5	0	-3	8	-3
- O=C(c1cccc(Oc2c(Cl)cccc2[N+](=O)[O-])c1)N1CCCCC1
  -1	5	-1	-1	8	-2	-7	0	2
- CN(C(=O)CSc1nnc(-c2c[nH]c3ccccc23)o1)C1CCS(=O)(=O)C1 (centres undefined)
  1	5	9	-16	3	0	-5	·	1
- CCC(=O)N1CCNC(=O)C1CC(=O)Nc1ccc(C)c(Cl)c1 (centres undefined)
  -2	1	-1	-3	1	0	-3	0	4
- C=CCNc1nc(Nc2cc(Cl)ccc2OC)nc(OC)n1
  -16	-1	5	1	9	0	-3	1	2
- Cc1ccc(OCC(=O)N/N=C\c2ccc(C)o2)c([N+](=O)[O-])c1
  2	2	-1	-5	1	1	-8	2	2
- S=c1[nH]nc(-c2cccs2)n1/N=C/c1cn(-c2ccccc2)nc1-c1ccc(Cl)cc1
  -9	6	-5	10	6	-3	-2	1	-2
- Cc1nc2sc(C(c3ccc(Cl)cc3)N3CCN(C(=O)c4ccco4)CC3)c(O)n2n1 (centres undefined)
  -14	3	0	0	4	-2	-1	-1	3
- CC(=O)c1c(N2CCOCC2)nc2ccc(Cl)cc2c1-c1ccccc1
  -3	8	3	2	1	-3	-7	-2	4
- CCOc1ccccc1NC(=O)CN1C(=O)COc2ccc(Cl)cc21
  -15	-1	-9	13	12	1	6	0	-5
- Cc1c(N(C(=O)Nc2ccccc2)C2=NCC(C)S2)c(=O)n(-c2ccccc2)n1C (centres undefined)
  -10	4	-1	2	7	-2	-6	1	-2
- CCCCN(C(=O)c1ccco1)c1c(N)n(CCC)c(=O)[nH]c1=O
  -20	2	3	4	21	6	1	2	-10
- Cc1ccc(S(=O)(=O)Nn2c(C)ccc2C)cc1
  -13	2	-6	2	5	1	-2	1	10
- Cc1ccc(S(=O)(=O)Cc2ccc(C(=O)NCc3cccs3)o2)cc1
  -5	7	-2	-6	7	1	-1	2	4
- CC(=O)Nc1ccc(S(=O)(=O)NC2CCCCCC2)cc1
  4	9	-5	10	-2	1	-2	3	-4
- CC(Sc1nncn1C)C(=O)Nc1ccc(N2CCCCC2)cc1 (centres undefined)
  -4	7	10	-2	7	0	-8	1	-9
- COCCNC(=O)Nc1ccc2nc(C)sc2c1
  -9	9	-1	2	7	-1	-3	1	4
- CCOc1ccccc1CNC(=O)CCc1cn(C)c2ccccc12
  -4	-1	-1	-4	9	0	0	2	-3
- OC(COc1ccc2c(c1)OCO2)CN1CCCCC1 (centres undefined)
  -4	0	0	4	4	2	-4	1	-5
- COc1ccc(S(=O)(=O)n2cnc3ccccc32)cc1OC
  -11	0	0	5	8	1	-1	1	-1
- Cc1cc(C)n(-c2ccc(-n3ccnc3)nn2)n1
  -6	6	2	-10	1	-1	-5	2	-14

Assay outcomes as filed in PubChem BioAssay.
